A549 viability: Nrf2 qHTS screen for inhibitors: counterscreen for cytotoxicity; A549 ARE-Fluc cells, CellTiter-Fluor viability, 18-24 h; Potency, µM (highest dose often 46 µM), for the others: top-dose activity change, negative = cytotoxicity, actives largely listed as inhibitors; actives 0.16% (n = 390,000); AID 504648, 2011; note: potency is the fitted concentration of half-maximal effect; % is set by controls: 0 for no effect and ±100 for the full control effect
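Cytotoxicity counterscreen: CellTiter-Fluor fluorescence was measured in A549 ARE_Fluc cells after 18-24 h of compound exposure in a concentration series. The subsequent BugLite luminescent read reports ARE-luciferase activity.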
IL2 activator: qHTS of IL-2 Activators | IL-2 activation reporter assay, cell-based qHTS; stimulated with anti-CD3/CD4/CD28 beads; in transgenic mouse T cells | activation, % (series mostly up to about 46 µM) | actives 0.065% (n = 360,000) | AID 652025, 2013; in the data active = activation above about 50%; inconclusive = mostly about 30% to 49%; note: 0% is about no effect
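Screening format: compound pinned onto unstimulated transgenic mouse T cells, 60 min incubation, then anti-CD3/anti-CD4/anti-CD28 bead stimulation for 18 hours at 37 degrees C, followed by EGFP and DsRed detection.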
Nrf2 block: Nrf2 qHTS screen for inhibitors; A549 ARE-Fluc reporter, luciferase luminescence, 18-24 h; actives 2.1% (n = 360,000); Potency, µM (series often up to 46 µM), for the others: at the top dose activity change, negative = inhibition, most hits filed as inhibitors; AID 504444, 2011; note: potency is the fitted concentration of half-maximal effect; % is set by controls: 0 for no effect and ±100 for the full control effect; nearly all actives have a fitted effect of over 60% in size
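Reporter: ARE-Fluc in A549. Exposure: 18-24 h, 37 °C, 5% CO2, 5% FBS OPTI-MEM. Readouts: fluorescent cytotoxicity (CellTiter-Fluor), then luminescent Nrf2 signal after BugLite.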
Nrf2 activator: qHTS of Nrf2 Activators. AREc32 ARE-luciferase reporter (MCF7-derived line), luminescence, 24 h. Potency, µM (doses to about 46.1 µM), for the others: top-dose activation, actives largely listed as activators. actives 0.31% (n = 410,000); note: potency is the fitted concentration of half-maximal effect; % of control where 0% means no effect; nearly all actives have a fitted effect of over 65% in size
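For detection, Steady-Glo was added and plates sat 30 min at RT; before that, AREc32_Fluc cells grown overnight in OPTI-MEM/5% FBS had been treated with 23 nL compound for 24 hr at 37 deg C.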
HepG2 tox: qHTS for Inhibitors of TGF-b: Cytotox Counterscreen | Potency, µM (top dose mostly 46.1 µM), inactives show at the top dose activity change, negative = cytotoxicity, most hits filed as cytotoxic | HepG2 CAGA-GFP viability, ATP luminescence, 18 h | actives 0.76% (n = 410,000); note: potency is the fitted concentration of half-maximal effect; some results filed as inactive show a strong effect at the top dose
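HepG2 CAGA-GFP cells (1000/well, DMEM with 1% FBS) received compound, then TGF-beta at 500 pg/mL final, and were incubated 18 hours at 37 degrees C. Viability was read by CellTiter-Glo luminescence. Media-only wells were set as complete cell-killing and DMSO as no toxicity.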
EPAC2 agonist: qHTS for Agonist of cAMP-regulated guanine nucleotide exchange factor 4 (EPAC2): primary screen | EPAC2 activation, biochemical qHTS; response scale: 100% = 6.5 mM cAMP response | Potency, µM (top dose mostly 154 µM), for the others: top-dose activation, most hits filed as activators | Rap guanine nucleotide exchange factor 4 (Homo sapiens), Q8WZA2 | AID 720711, 2013 | actives 0.079% (n = 360,000); note: potency is the fitted concentration of half-maximal effect; nearly all actives have a fitted effect of over 50% in size
Target sequence (Q8WZA2 whole entry, looked up): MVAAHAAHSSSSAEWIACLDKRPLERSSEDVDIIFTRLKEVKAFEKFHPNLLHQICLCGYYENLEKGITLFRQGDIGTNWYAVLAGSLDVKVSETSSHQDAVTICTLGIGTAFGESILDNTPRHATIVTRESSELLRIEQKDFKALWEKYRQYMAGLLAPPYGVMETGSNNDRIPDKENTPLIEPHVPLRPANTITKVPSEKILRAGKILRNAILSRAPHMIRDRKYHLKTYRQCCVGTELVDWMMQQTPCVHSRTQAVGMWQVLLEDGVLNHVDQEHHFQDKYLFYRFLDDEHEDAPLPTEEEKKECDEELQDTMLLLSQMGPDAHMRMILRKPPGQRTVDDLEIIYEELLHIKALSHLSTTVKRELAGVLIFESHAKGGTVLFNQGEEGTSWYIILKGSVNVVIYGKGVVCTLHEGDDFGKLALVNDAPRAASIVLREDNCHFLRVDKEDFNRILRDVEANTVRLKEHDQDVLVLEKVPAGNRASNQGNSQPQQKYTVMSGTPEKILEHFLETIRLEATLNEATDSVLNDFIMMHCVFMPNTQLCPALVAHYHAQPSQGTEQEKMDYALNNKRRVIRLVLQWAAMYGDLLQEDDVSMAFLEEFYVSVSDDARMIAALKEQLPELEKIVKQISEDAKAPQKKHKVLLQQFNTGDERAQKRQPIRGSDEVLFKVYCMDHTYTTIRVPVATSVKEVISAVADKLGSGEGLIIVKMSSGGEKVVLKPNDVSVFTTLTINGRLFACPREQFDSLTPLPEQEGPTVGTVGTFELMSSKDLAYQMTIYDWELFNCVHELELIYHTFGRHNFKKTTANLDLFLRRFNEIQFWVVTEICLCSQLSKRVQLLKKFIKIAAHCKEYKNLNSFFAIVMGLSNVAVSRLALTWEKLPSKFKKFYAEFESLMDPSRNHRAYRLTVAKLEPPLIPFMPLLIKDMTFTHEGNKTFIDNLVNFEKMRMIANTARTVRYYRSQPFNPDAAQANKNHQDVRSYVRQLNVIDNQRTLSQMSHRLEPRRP
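Fluorescence exchange assay: 100 nM EPAC2 with 250 nM RAP1B-BODIPY-GDP and 50 uM GDP; compounds tested as a concentration-titration series (qHTS). Loss of Rap1-bound BODIPY-GDP fluorescence read at 480/540 nm; data normalized to 6.5 mM cAMP.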
ATXN viability: Viability Counterscreen for Primary qHTS for Inhibitors of ATXN expression. S2 cells (HEK-293 line with an ATXN2-luciferase reporter) viability, CellTiter-Fluor protease fluorescence, 24 h. Potency, µM (series often up to 56.7 µM), hits mostly cytotoxic. actives 0.49% (n = 400,000); note: potency is the fitted concentration of half-maximal effect; nearly all actives have a fitted effect of over 40% in size
ATXN2 expr inh: Primary qHTS for Inhibitors of ATXN expression. HEK-293 ATXN2-luciferase reporter, luminescence, 24 h. Potency, µM (titrated, usually from 57 µM), inactives show top-dose activity change, negative = inhibition, usual class: inhibitors. actives 0.72% (n = 360,000). AID 1745845, 2022; note: potency is the fitted concentration of half-maximal effect; % is set by controls: 0 for no effect and ±100 for the full control effect; nearly all actives have a fitted effect of over 55% in size
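qHTS (up to 57 uM final) was run with 24 h compound exposure of reporter cells at 37 °C. Each well was multiplexed: SteadyGlo luminescence measured ATXN2-luciferase expression after a fluorogenic Gly-Phe-AFC viability readout (25 uM final).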
TGFb SMAD3 inh: qHTS for Inhibitors of TGF-b; HepG2 CAGA-GFP TGF-b/SMAD3 reporter, GFP fluorescence, 18 h; TGF-beta stimulated, 500 pg/mL final; Potency, µM (highest dose often 46.1 µM), for inactives: at the top dose activity, negative = inhibition, hits mostly inhibitors; actives 1.2% (n = 410,000); note: potency is the fitted concentration of half-maximal effect; % is set by controls: 0 for no effect and ±100 for the full control effect; nearly all actives have a fitted effect of over 65% in size
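First, reporter cells (HEPG2 CAGA-GFP) rested 2 h at 37 degrees C. Next, compounds were pinned in and TGF-beta added to 500 pg/mL final. After 18 h, GFP was imaged per cell and summed per well.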
Numbers without * were called inactive; & = joins results of further samples; [ ] = dose if it differs, or a comment. Unless noted, calls come from the whole dose curve; as a rule, active = well fitted curve in the direction sought with a large enough effect; inconclusive = small, poorly fitted or top-dose-only effect, or another doubt; inactive = no such curve, though single readings can be large; an effect the other way counts as inactive or inconclusive.

`O=C(NC(=S)Nc1ccc(-c2ccc(CO)o2)cc1)c1cccs1` gave A549 viability -5%, IL2 activator -0.7, Nrf2 block 7%, Nrf2 activator 3.6%, HepG2 tox -10%, EPAC2 agonist 2%, ATXN viability inactive, ATXN2 expr inh 9% and TGFb SMAD3 inh -31%.
Cc1ccc(CN(C)C(=O)c2cccc(S(=O)(=O)N3CCCC3)c2)o1 was read as A549 viability 1%, IL2 activator 0.3, Nrf2 block -5%, Nrf2 activator -0.4%, HepG2 tox 7%, EPAC2 agonist 5%, ATXN viability inactive, ATXN2 expr inh -3% and TGFb SMAD3 inh 1%.
For COc1ccccc1OCC(=O)NNC(=O)c1cccs1 the results were A549 viability 0%, IL2 activator 0.3, Nrf2 block 14%, Nrf2 activator -0.7%, HepG2 tox -10%, EPAC2 agonist -7%, ATXN viability inactive, ATXN2 expr inh 2% and TGFb SMAD3 inh 0%.
`Cc1cc(NC(=O)C2CC=CCC2C(=O)O)no1` (stereo not given) gave A549 viability -15%, IL2 activator -2.5, Nrf2 block 2%, Nrf2 activator -0.9%, HepG2 tox -20%, EPAC2 agonist -10%, ATXN viability inactive, ATXN2 expr inh -11% and TGFb SMAD3 inh 1%.
Screening CCOC(=O)[C@H]1[C@H]2COc3ccc(C)cc3[C@@H]2N2C(=O)CN(Cc3ccc(C)cc3)C(=O)[C@@]12C returned A549 viability 2%, IL2 activator 3.4, Nrf2 block 8%, Nrf2 activator -0.5%, HepG2 tox -3%, EPAC2 agonist 14%, ATXN viability inactive, ATXN2 expr inh -5% and TGFb SMAD3 inh -11%.
Screening Cc1ccc(NS(=O)(=O)c2ccc(Cl)c(NC(=S)NC(=O)C3CCCCC3)c2)cc1Cl returned A549 viability -88%, IL2 activator -0.8, Nrf2 block inconclusive, Nrf2 activator -1.8%, HepG2 tox 11µM*, EPAC2 agonist 4%, ATXN viability inconclusive, ATXN2 expr inh inconclusive and TGFb SMAD3 inh inconclusive.
Screening COc1ccc(-c2nc(C)sc2CC(=O)O)cc1 returned A549 viability -6%, IL2 activator -2.7, Nrf2 block inconclusive, Nrf2 activator 0.5%, HepG2 tox -70%, EPAC2 agonist -16%, ATXN viability inactive, ATXN2 expr inh 0% and TGFb SMAD3 inh 0%.
Cc1ccc(COC(=O)CN2C(=O)NC3(CCCC3)C2=O)cc1 was read as A549 viability -2%, IL2 activator 2.4, Nrf2 block 7%, Nrf2 activator -0.6%, HepG2 tox -1%, EPAC2 agonist 7%, ATXN viability inconclusive and TGFb SMAD3 inh 25%.
Cc1ccc2cc(CN(CCc3ccccc3)C(=S)NCCCN(C)C)c(=O)[nH]c2c1 was read as A549 viability -3%, IL2 activator -0.2, Nrf2 block inconclusive, Nrf2 activator 8.5%, HepG2 tox -89%, EPAC2 agonist 2%, ATXN viability inconclusive, ATXN2 expr inh inconclusive and TGFb SMAD3 inh inconclusive.
For c1ccc(CN2CCN(c3nc(N4CCOCC4)c4ccccc4n3)CC2)cc1 the results were A549 viability -1%, IL2 activator -0.1, Nrf2 block 12%, Nrf2 activator -0.1%, HepG2 tox -32%, EPAC2 agonist 1%, ATXN viability inactive, ATXN2 expr inh -10% and TGFb SMAD3 inh 4%.
For CCOn1c(=O)c(-c2cc3ccccc3o2)[n+]([O-])c2ccccc21 the results were A549 viability 0%, IL2 activator 52*, Nrf2 block inconclusive, Nrf2 activator 5.9%, HepG2 tox -4%, EPAC2 agonist -53%[inhibitor], ATXN viability inconclusive, ATXN2 expr inh inconclusive and TGFb SMAD3 inh 7%.
`CC1(C(=O)NS(=O)(=O)c2cccc(C#N)c2)CCN1C(=O)C1(c2ccc(Cl)cc2)CC1` (stereo not given) gave IL2 activator 0.0, Nrf2 activator -1.2%, HepG2 tox -2%, EPAC2 agonist 6%, ATXN viability inactive, ATXN2 expr inh -3% and TGFb SMAD3 inh 17%.
CC1CCN(C(=S)NCCc2ccccc2)CC1 was read as A549 viability -4%, IL2 activator 0.5, Nrf2 activator 0.7%, HepG2 tox 3%, EPAC2 agonist -5%, ATXN viability inactive, ATXN2 expr inh 48%[activator] and TGFb SMAD3 inh -12%.
`CCOC(=O)C[C@H]1c2cc(F)ccc2S(=O)(=O)N1C(C)C` gave A549 viability -5%, IL2 activator -0.7, Nrf2 block 15%, Nrf2 activator -0.9%, HepG2 tox 4%&7%, EPAC2 agonist 1%, ATXN viability inactive, ATXN2 expr inh 7% and TGFb SMAD3 inh inconclusive.
Screening CCCCCCN1C[C@H](O)[C@@H](n2cc(C3CC3)nn2)C[C@@H]1c1ccc(C)cc1 returned IL2 activator -4.3, Nrf2 activator 0.7%, HepG2 tox -40%, EPAC2 agonist -2%, ATXN viability inconclusive, ATXN2 expr inh inconclusive and TGFb SMAD3 inh inconclusive.
For COc1ccc([C@@H]2[C@@H]3C(=O)N(C(C)(C)C)C(=O)[C@@H]3[C@]3(CC(C)C)C(=O)N(c4ccc(C(F)(F)F)cc4)C(=O)N23)cc1 the results were A549 viability -10%, IL2 activator 2.9, Nrf2 block 7%, Nrf2 activator 0.1%, HepG2 tox -5%, EPAC2 agonist -11%, ATXN viability inactive, ATXN2 expr inh -1% and TGFb SMAD3 inh 0%.
`CCOC(=O)Nc1ccc(N2CCOCC2)c(S(=O)(=O)Nc2ccc(Cl)cc2)c1` gave A549 viability 2%, IL2 activator -0.7, Nrf2 block 0%, Nrf2 activator 4.4%, HepG2 tox -12%, EPAC2 agonist 19%, ATXN viability inactive, ATXN2 expr inh inconclusive and TGFb SMAD3 inh -14%.
COc1ccc(Br)cc1C1SCCN1S(C)(=O)=O (stereo not given) was read as A549 viability -2%, IL2 activator -0.6, Nrf2 activator 0.3%, HepG2 tox -20%, EPAC2 agonist -4%, ATXN viability inactive, ATXN2 expr inh 4% and TGFb SMAD3 inh 5%.
`CC(=O)c1cccc(OC(=O)c2cc(S(=O)(=O)N3CCOCC3)ccc2N2CCCC2)c1` gave A549 viability -2%, IL2 activator 1.3, Nrf2 block inconclusive, Nrf2 activator -0.2%, HepG2 tox -40%, EPAC2 agonist 3%, ATXN viability inactive, ATXN2 expr inh 5% and TGFb SMAD3 inh -14%.
For Cc1ccsc1/C=N/NC(=O)Cn1nc(C)c([N+](=O)[O-])c1C the results were A549 viability -4%, IL2 activator 7.0, Nrf2 block 5%, Nrf2 activator -0.3%, HepG2 tox -51%, EPAC2 agonist -1%, ATXN viability inactive, ATXN2 expr inh 17% and TGFb SMAD3 inh -1%.

2 records picked at random from those above, as already listed:
Cc1ccc(COC(=O)CN2C(=O)NC3(CCCC3)C2=O)cc1 was read as A549 viability -2%, IL2 activator 2.4, Nrf2 block 7%, Nrf2 activator -0.6%, HepG2 tox -1%, EPAC2 agonist 7%, ATXN viability inconclusive and TGFb SMAD3 inh 25%.
For COc1ccccc1OCC(=O)NNC(=O)c1cccs1 the results were A549 viability 0%, IL2 activator 0.3, Nrf2 block 14%, Nrf2 activator -0.7%, HepG2 tox -10%, EPAC2 agonist -7%, ATXN viability inactive, ATXN2 expr inh 2% and TGFb SMAD3 inh 0%.

Additional records
O=C(NCCCNC(=O)c1ccc(F)cc1)c1ccc(F)cc1 was read as A549 viability 2%, IL2 activator 0.6, Nrf2 block -2%, Nrf2 activator 2.9%, HepG2 tox -16%, EPAC2 agonist -4%, ATXN viability inactive and TGFb SMAD3 inh 4%.
Screening CCOc1ccc(-c2cc(C(=O)NCCCn3ccnc3)c3cc(Br)ccc3n2)cc1 returned A549 viability -29%, IL2 activator -1.4, Nrf2 block inconclusive, Nrf2 activator inconclusive, HepG2 tox -92%, EPAC2 agonist -4%, ATXN viability inconclusive, ATXN2 expr inh -18% and TGFb SMAD3 inh 14µM*.
O=C(/C=C/Nc1ccccc1OC(F)(F)F)C(F)(F)F was read as A549 viability 4%, IL2 activator 0.1, Nrf2 activator -0.8%, HepG2 tox -1%, EPAC2 agonist -9%, ATXN viability inactive, ATXN2 expr inh 3% and TGFb SMAD3 inh -2%.
Cc1sc2nc(CN3CCCC3)nc(Cl)c2c1C was read as A549 viability 2%, IL2 activator -5.8, Nrf2 block -2%, Nrf2 activator 10%, HepG2 tox 31%, EPAC2 agonist 8%, ATXN viability inactive, ATXN2 expr inh -11% and TGFb SMAD3 inh inconclusive.
Screening COc1cc(/C=C2\SC(=O)NC2=O)ccc1Oc1ccc([N+](=O)[O-])cn1 returned A549 viability -23%, IL2 activator 1.2, Nrf2 block inconclusive, Nrf2 activator inconclusive, HepG2 tox -17%, EPAC2 agonist 3%, ATXN viability inactive, ATXN2 expr inh -11% and TGFb SMAD3 inh -26%.
Screening O=C(Oc1cccnc1)c1ccc([N+](=O)[O-])cc1Cl returned A549 viability 5%, IL2 activator -2.2, Nrf2 block 1µM*, Nrf2 activator -0.9%, HepG2 tox 2%, EPAC2 agonist 14%, ATXN viability inactive, ATXN2 expr inh -10% and TGFb SMAD3 inh -24%.
For CCOC(=O)C(Cc1ccc(O)cc1)NC(=O)CNC(=O)C1CCCN1C(=O)OC(C)(C)C (stereo not given) the results were A549 viability 1%, IL2 activator -0.4, Nrf2 block inconclusive, Nrf2 activator -0.7%, HepG2 tox -11%, EPAC2 agonist 8%, ATXN viability inactive, ATXN2 expr inh 9% and TGFb SMAD3 inh 0%.
Cc1ccccc1CNC(=O)c1[nH]c(C(F)(F)F)nc1-c1ccccc1 was read as IL2 activator 0.4, Nrf2 activator -0.8%, HepG2 tox -7%, EPAC2 agonist 7%, ATXN viability inactive, ATXN2 expr inh -4% and TGFb SMAD3 inh 3%.
